CASP6 VEID inh: caspase-6 (human) enzyme inhibition; P55212; 350,000 tested, 0.53% active; inhibition, % at 12.5 µM; purified caspase-6, Z-VEID-R110 cleavage fluorescence;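 active = mean inhibition across replicates at least about 35%, with every replicate also reaching that limit, limit read from the data; inconclusive = only one of the two criteria met; inactive = neither criterion met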;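 also: 0% = median of neutral control wells and 100% = no fluorescence left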
Target sequence (P55212 24-179 limits assumed): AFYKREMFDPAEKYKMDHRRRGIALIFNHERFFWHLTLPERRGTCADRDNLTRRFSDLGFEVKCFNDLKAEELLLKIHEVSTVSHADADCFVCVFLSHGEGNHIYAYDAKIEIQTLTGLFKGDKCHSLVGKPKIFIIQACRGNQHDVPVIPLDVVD
Target sequence (P55212 194-293 limits assumed): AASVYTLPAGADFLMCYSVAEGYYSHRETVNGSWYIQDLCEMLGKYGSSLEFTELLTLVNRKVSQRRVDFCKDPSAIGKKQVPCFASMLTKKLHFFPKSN
F508del corr: CFTR F508del correction in bronchial cells; CFBE cells, YFP halide quenching; stimulated with forskolin plus potentiator P3; % fluorescence drop versus neutral controls; activity (quench increase), % at 7.58 µM; 350,000 tested, 0.36% active; AID 720511;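 active = mean added fluorescence quench of at least 8% versus neutral control, with both replicates also reaching 8%; inconclusive = only one of the mean or replicate conditions met; inactive = mean below 8% and not both replicates reaching 8%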;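 also: cells transiently co-express mutant CFTR-F508del with the halide-sensitive YFP; corrector assay measuring rescue of mutant channel to the surface after 24 h compound exposure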
SIRT5 block: blocks human SIRT5 desuccinylation of peptide; Purified SirT5, succinyl-peptide AMC, trypsin-coupled fluorescence; inhibition, % at 15 µM; 330,000 tested, 1.1% active; in the data active = inhibition above about 15%; inconclusive = no clear call, values can overlap the other calls
Target sequence (Q9NXA8 whole entry, looked up): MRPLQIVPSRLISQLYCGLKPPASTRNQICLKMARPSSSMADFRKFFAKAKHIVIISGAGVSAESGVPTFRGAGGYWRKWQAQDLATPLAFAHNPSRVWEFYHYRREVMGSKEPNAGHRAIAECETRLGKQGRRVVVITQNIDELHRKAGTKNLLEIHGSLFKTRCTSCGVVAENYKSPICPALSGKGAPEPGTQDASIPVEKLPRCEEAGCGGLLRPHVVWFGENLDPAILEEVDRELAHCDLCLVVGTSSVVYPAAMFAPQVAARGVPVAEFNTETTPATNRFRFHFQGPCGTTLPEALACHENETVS
ERAP1 inh: inhibitors of human ERAP1 aminopeptidase; Q9NZ08; recombinant ERAP1, Leu-AMC fluorescence, 60 min; inhibition, % at 10.7 µM; 340,000 tested, 0.15% active;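 active = mean replicate inhibition of at least 30%, or all replicates individually reaching that 30% level; inactive = mean below 30% and not every replicate reaching it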;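 also: 0% = neutral control wells and 100% = L-leucinethiol positive control wells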
miR122 inh: inhibitors of miR-122 in Huh7 cells; AID 602342; 340,000 tested, 0.3% active; Huh7 miR-122 Renilla luciferase sensor, 48 h; neutral wells = 0, positive control = 100; activation (reporter increase), % at 12.5 µM;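 active = mean replicate activation score at least 90 and every replicate individually at or above 90; inconclusive = only one of the two criteria met; inactive = neither criterion met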;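 also: higher luciferase means less miR-122 activity so hits act as miR-122 inhibitors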
ERp5 block: blocks human ERp5 reductase activity on insulin; ERp5 insulin aggregation, absorbance 650 nm, 90 min; inhibition, % at 9.99 µM; 350,000 tested, 0.05% active; AID 651711;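 active = mean replicate inhibition above about 25%, with every replicate also reaching it, limit read from the data, passing the limit was not always enough; inconclusive = only one of those two criteria met; inactive = neither criterion met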
Target sequence (Q15084 whole entry, looked up): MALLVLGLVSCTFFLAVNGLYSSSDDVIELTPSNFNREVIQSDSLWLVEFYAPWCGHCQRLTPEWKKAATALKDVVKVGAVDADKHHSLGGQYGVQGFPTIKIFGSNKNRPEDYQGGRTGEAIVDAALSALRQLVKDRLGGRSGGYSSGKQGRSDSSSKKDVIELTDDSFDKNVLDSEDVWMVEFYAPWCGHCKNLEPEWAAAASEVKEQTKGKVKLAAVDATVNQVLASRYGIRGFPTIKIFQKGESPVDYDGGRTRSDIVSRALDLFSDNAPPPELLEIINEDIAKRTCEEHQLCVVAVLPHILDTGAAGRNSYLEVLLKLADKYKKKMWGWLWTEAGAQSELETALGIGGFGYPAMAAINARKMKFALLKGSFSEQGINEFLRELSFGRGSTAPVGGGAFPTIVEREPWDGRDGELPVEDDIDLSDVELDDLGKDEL
DENV2 CPE: protects cells from dengue virus 2 cytopathic effect | DENV2-infected cells, cytopathic effect rescue, plate reader | CPE inhibition, % at 9.99 µM | 350,000 tested, 1.7% active; in the data active = CPE inhibition above about 20%, passing the limit was not always enough; inconclusive = no clear call, values can overlap the other calls; tested in BHK-21 cells;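 also: 0% = median of neutral control wells and 100% = median of positive control wells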
* hit, by the source's call; ? = inconclusive; · = no result given; & = joins results of further samples; [ ] = another dose, or the depositor's remark.

Sequence of screens: CASP6 VEID inh, F508del corr, SIRT5 block, ERAP1 inh, miR122 inh, ERp5 block, DENV2 CPE
[1] CN1CCN(CC#CCC(O)(c2ccccc2)c2ccccc2)CC1
→ -5.5, -0.2, -1.9, -2.9, ·, 5.5, -2.6
[2] COc1cc(C(=O)OCC(=O)Nc2cccc(S(=O)(=O)N3CCCC3)c2)ccc1OCC(C)C
→ 3.3, -0.4, 3.9, -2.8, ·, 7.3, 6.1
[3] Cc1ccc(C)c(CN2C(=O)NC3(CCCCCC3)C2=O)c1
→ ·, 1.7, -0.9, 0.7, -3.4, 0.4, -5.1
[4] C[C@H]1CN([C@@H](C)CO)S(=O)(=O)c2ccc(/C=C/c3ccccc3)cc2O[C@@H]1CN(C)Cc1cncnc1
→ -1.5, 1.8, 10.8, -2.3, 17.2[16.7 µM], 5.4, 1.9
[5] Cc1cccc(NC(=S)N2CCC(NC(=O)c3cccc(F)c3)CC2)c1
→ 9.2, -2.6, -4.0, 2.1, ·, -0.6, -5.6
[6] C[C@@H]1CN([C@@H](C)CO)S(=O)(=O)c2ccc(-c3cccnc3)cc2O[C@H]1CN(C)C(=O)c1cccc(F)c1
→ 0.5, -2.1, 0.2, -2.0, 3.6[16.7 µM], -6.9, -12.9
[7] O=C(NCc1ccccc1)C(c1ccncc1)n1c(=O)c(-c2cc3ccccc3[nH]2)nc2ccccc21 (configuration not stated)
→ 0.4, -0.7, -0.3, ·, ·, -6.7, 5.3
[8] CCOc1ccc(Br)cc1S(=O)(=O)Nc1ccc(N2CCOCC2)cc1
→ -0.6, ·, -5.5, 0.9, 24.2, -1.9, ·
[9] COC(=O)CCN1CCN(S(=O)(=O)c2ccccc2Br)CC1
→ 1.6, 0.1, 0.8, -0.8, ·, 2.4, 2.1
[10] c1ccc(CNCc2ccc(CNCc3ccccc3)cc2)cc1
→ -2.5, -3.7, 3.3, -1.4, -2.1, 2.3, -1.7
[11] Cc1onc(C(=O)N2CCN(c3ccccc3)CC2)c1[N+](=O)[O-]
→ -1.0, 1.2, -2.8, -2.2, 0.7, 2.5, -1.0
[12] CC(Oc1ccccc1)C(=O)NN1Cc2ccccc2C1=N (configuration not stated)
→ 1.7, -1.8, 0.3, -1.6, ·, 0.3, 5.9
[13] CO[C@@H]1CN(C)C(=O)c2cc(NC(=O)c3ccc(F)cc3)ccc2OC[C@@H](C)N(C)C[C@@H]1C
→ -0.3, ·, -1.6, -0.3, 0.8[16.7 µM], 1.5, 6.7
[14] OC(c1cccc(F)c1)c1ncc(-c2ccc(C(F)(F)F)cc2)[nH]1 (configuration not stated)
→ 1.9, -3.4, 3.2, 1.0, ·, -7.8, -1.9
[15] CCN(CC)C1CCN(Cc2cn[nH]c2-c2ccc(OC)c(F)c2)C1 (configuration not stated)
→ -62.1, 2.0, -4.2, 11.4, -7.8, 6.1, 2.8
[16] O=C(c1ccccc1F)N1CC[C@H]2[C@H](CO)Nc3ccc(-c4ccccc4)cc3[C@H]21
→ 2.2, -1.1, 5.6, -0.5, 0.5[16.7 µM], 3.0, 12.4
[17] C[C@@H]1CN([C@H](C)CO)C(=O)c2cc(NS(C)(=O)=O)ccc2O[C@H]1CN(C)CC1CCCCC1
→ 2.7, -0.9, 3.0, 1.6, 14.3[16.7 µM], 9.2, 8.7
[18] CCN(CC)CCNC(=O)c1cn(CC)c2ccc(S(=O)(=O)N(C)C)cc2c1=O
→ -4.6, -3.6, ·, ·, -4.7, 1.2, 0.8
[19] COCCn1c(Cc2ccccc2)nnc1SCC(=O)N1CCOCC1
→ -1.9, -1.6, 2.6, 1.5, ·, 1.5, 1.1
[20] Cc1c(NS(=O)(=O)c2cccc(C(=O)OCC(=O)c3ccc(Cl)cc3)c2)c(=O)n(-c2ccccc2)n1C
→ -1.3, 1.9, -1.0, -0.6, ·, 19.4, -0.7
[21] COCCn1c(SCC(=O)Nc2cccc(OC)c2)nc2c(oc3ccccc32)c1=O
→ 1.0, -0.6, -0.4, 0.7, ·, 1.9, -2.9
[22] CCCc1[nH]c2ccc(C(=O)OC)cc2c1CCC
→ -0.2, 1.3, ·, 5.0, 7.0, -5.2, 14.0
[23] O=C(C[C@H]1CC[C@H]2[C@@H](COC[C@H](O)CN2C(=O)Nc2ccc(F)cc2)O1)NCCCN1CCOCC1
→ -0.6, 1.9, 3.5, 0.7, 3.5[16.7 µM], -1.5, 0.4
[24] Nc1ccn([C@@H]2O[C@H](CO)[C@@H](O)[C@@H]2O)c(=O)n1
→ 0.3, 19.3*, -3.1, -0.3, 1.6, -3.5, ?
[25] CC1(c2ccccc2)NC(=O)N(CC(=O)Nc2cc3c(cc2Br)OCCO3)C1=O (configuration not stated)
→ 0.2, -1.9, 1.7, 1.6, 1.2, -3.6, 7.7
[26] O=C(COC(=O)c1ccc(Cl)nc1)NC1CCCCCC1
→ 4.7, -0.3, -19.3, -1.8, -2.9, -0.8, 2.7
[27] O=C(/C=C/c1ccccc1)Nn1c(-c2cccs2)nc2ccccc2c1=O
→ -2.8, 3.5, -5.3, 2.4, 8.6, -0.3, -3.6
[28] COc1ccc([C@H]2/C=C\CN(C(=O)CC(C)(C)C)[C@@H](C)C(=O)N2Cc2ccc(F)cc2)cc1
→ -2.0, -0.1, ·, -1.1, -2.3, -4.5, -9.2
[29] CC(C)NC(=O)Nc1ccc2c(c1)C(=O)N([C@@H](C)CO)C[C@@H](C)[C@H](CN(C)C(=O)C1CCCCC1)OCCCC[C@@H](C)O2
→ 0.1, 1.1, -2.7, 1.9, -7.0[16.7 µM], -1.4, -2.6
[30] COc1cc(O)c(C(=O)/C=C/c2ccccc2)c(OC)c1
→ -2.8, 0.0, 7.1, 0.5, -1.0, -0.4, ?
[31] CCCCNC(=O)O[C@H]1C[C@@H]2CCN3C(=O)CCC(C)(C)[C@H](C1)[C@H]23
→ -5.0, 3.8, 1.7, 0.7, ·, -2.8, 3.8
[32] CC(C)NC(=O)Nc1ccc2c(c1)CC(=O)N([C@@H](C)CO)C[C@@H](C)[C@@H](CN(C)C(=O)Nc1ccc(F)cc1)O2
→ 1.5, -0.4, -2.2, -2.5, 13.7[16.7 µM], 3.0, -1.5
[33] COc1cc(NC(=S)Nc2cccc(Cl)c2Cl)c(OC)cc1Cl
→ 6.0, ·, -3.7, 0.4, ·, 3.0, ·
[34] CC(C)CCC(C(=O)O)C(C)CC(=O)NNC(=O)c1ccco1 (configuration not stated)
→ 31.3&4.3, -1.3&-0.4, 4.4&-2.2, 0.7&-10.6, -5.3&-0.6, 2.0&6.5, 5.2&0.1
[35] CCN(CC)S(=O)(=O)c1cccc(C(=O)Nc2ccc(S(=O)(=O)NC3=NCCCCC3)cc2)c1
→ -0.7, 1.5, -3.5, 8.7, -3.9, 0.7, -3.7
[36] O=S(=O)(c1ccc(S(=O)(=O)N2CCN(C3CCCCC3)CC2)cc1)N1CCCCCC1
→ -9.7, ·, ·, -2.6, 0.1, -0.6, ·
[37] CN1C(=O)c2cc(NC(=O)c3ccc(F)cc3)ccc2OC[C@@H]2O[C@@H](CC(=O)NC3CCC3)CC[C@@H]21
→ -4.9, 1.2, -7.3, -0.6, 12.0[16.7 µM], -3.7, -3.1
[38] Cc1ccc(S(=O)(=O)N2CCN(S(=O)(=O)N3CCCCC3)CC2)c(C)c1
→ 2.1, -4.2, -2.3, 8.0, -5.5, 1.1, ·
[39] CCCN(C(=O)COC(=O)CC1CCCCC1)c1c(N)n(Cc2ccccc2)c(=O)[nH]c1=O
→ 1.7, 1.9, 0.7, 3.5, ·, 2.0, -3.5
[40] Cn1c(N)c(C(=O)CSc2nnc(NC3CCCCC3)s2)c(=O)n(C)c1=O
→ 0.0, 0.2, -2.2, 0.7, 6.5, 2.9, -5.0
[41] COC(=O)c1ccccc1NC(=O)NC1CCC(C)CC1 (configuration not stated)
→ -1.9, ·, -1.8, -3.3, ·, 0.2, 4.2
[42] Cc1c(C(=O)NCc2ccc(Cl)c(Cl)c2)sc(=O)n1Cc1ccc(S(=O)(=O)N(C)C)cc1
→ -1.7, -2.9, ·, ·, ·, 0.8, 8.1
[43] O=C(NCc1ccc2c(c1)OCO2)Nc1ccc([N+](=O)[O-])cc1
→ 3.9, -2.3, 1.7, 0.0, -8.7, -1.1, -8.7
[44] Cc1ccccc1S(=O)(=O)N1CCCCN2[C@H](CO)[C@@H](c3ccc(-c4cccnc4)cc3)[C@@H]2C1
→ 1.0, 5.0, 6.6, 0.2, 3.6[16.7 µM], 4.2, 4.6
[45] Cc1ccc(-c2nc3ccc(Br)cn3c2Cc2ccccc2C(F)(F)F)cc1
→ 8.6, 2.8, 1.2, 0.4, 11.3, -0.6, ?
[46] CC1S/C(=N/N=C2CCCCC2)NC1=O (configuration not stated)
→ 2.1, ·, 1.1, -3.0, -3.4, 1.3, 8.7
[47] COc1ccc2nc3cc(Cl)ccc3c(Nc3ccc(O)c(CN4CCN(C)CC4)c3)c2c1
→ -2.7, 0.6, 2.3, -26.7, -2.6, 1.2, 8.0
[48] Cc1cc2oc(=O)cc(CN3CCCCC3)c2cc1O
→ 0.9, 0.6, -1.9, 0.3, -3.8, 0.1, 1.4
[49] Cc1ccc(S(=O)(=O)N[C@@H]2C=C[C@H](CC(=O)NCCc3ccncc3)O[C@@H]2CO)cc1
→ -0.8, 0.1, -3.3, 3.2, ·, 1.6, 8.0
[50] CN(Cc1ccccc1)C(c1ccnc2ccccc12)c1nnnn1-c1ccc2c(c1)OCCO2 (configuration not stated)
→ 0.2, -2.4, 39.4*, 0.0, ·, 1.5, -3.6
[51] O=C(COC(=O)c1n[nH]c2ccccc12)c1cccc(Br)c1
→ 1.0, -1.0, -3.0, 2.9, 4.7, 6.9, 9.9
[52] COc1ccccc1NC(=O)NC1CCS(=O)(=O)C1 (configuration not stated)
→ -0.9, 3.4, 1.2, -0.2, ·, 2.3, 0.4
[53] O=C(Nc1ccc(F)cc1)N[C@@H]1CC[C@H](CCn2cc(-c3ccccc3F)nn2)O[C@H]1CO
→ -4.8, 2.6, 3.4, 1.0, ·, -3.5, 4.2
[54] O=C(Nc1cccc(S(=O)(=O)N2CCCCC2)c1)c1cncc(Br)c1
→ 16.1, 0.1, -4.6, -3.5, -4.2, 1.2, -0.7
[55] COc1ccc(-c2csc3ncnc(N4CCN(S(=O)(=O)c5ccc(Cl)s5)CC4)c23)cc1
→ 2.2, -1.0, -3.7, 1.2, ·, 1.4, -0.5
[56] O=C1CC(N2CCN(Cc3ccc(Cl)cc3)CC2)C(=O)N1CCc1ccccc1 (configuration not stated)
→ -3.1, -32.2, 4.8, -0.3, 4.1, 3.0, -4.9
[57] Cc1csc(=O)n1CCC(=O)OCC(=O)c1c(N)n(CC(C)C)c(=O)n(C)c1=O
→ 2.9, 1.5, 3.4, 0.2, ·, 17.6, -8.0
[58] COc1cccc(-c2ccccc2[C@@H]2[C@@H](C#N)N(C(=O)Cc3ccccc3)[C@H]2CO)c1
→ 1.4, -2.8, ·, -2.8, ·, -1.7, -6.5
[59] OCCN1CCN(c2ncnc3sc(-c4ccccc4)cc23)CC1
→ -5.3, 2.5, -1.5, 25.6, -2.6, 1.6, 1.7

Arranged by length of the SMILES (smallest number first): 3 of the compounds above.
Sequence of screens: CASP6 VEID inh, F508del corr, SIRT5 block, ERAP1 inh, miR122 inh, ERp5 block, DENV2 CPE
[52] COc1ccccc1NC(=O)NC1CCS(=O)(=O)C1 (configuration not stated)
→ -0.9, 3.4, 1.2, -0.2, ·, 2.3, 0.4
[59] OCCN1CCN(c2ncnc3sc(-c4ccccc4)cc23)CC1
→ -5.3, 2.5, -1.5, 25.6, -2.6, 1.6, 1.7
[49] Cc1ccc(S(=O)(=O)N[C@@H]2C=C[C@H](CC(=O)NCCc3ccncc3)O[C@@H]2CO)cc1
→ -0.8, 0.1, -3.3, 3.2, ·, 1.6, 8.0
